Compound activity as filed in PubChem.
Myeloid diff 2: induction of myeloid progenitor differentiation, primary screen, cell-based, flow cytometry, MLPCN library; ER-HoxA9 myeloid progenitors, lysozyme-GFP differentiation; calls only at 10 µM; actives 1% (n = 360,000);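 active = normalized GFP-positive differentiation at or above the plate's own cutoff, the solvent-only control mean plus 3 SD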;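 also: cells exposed to compound for four days before flow analysis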
Myeloid diff 2 GFP+ MAC1+ %: further read-out of Myeloid diff 2, marked with its call; GFP+ MAC1+ double positive, %; measured here: differentiation confirmed by MAC1 staining
* marks the source's active call; other numbers are inactive results; i = inactive. Only part of the results is shown (hit frequency here may not be typical).

SMILES	Myeloid diff 2	Myeloid diff 2 GFP+ MAC1+ %
O=C(NCc1ccccc1)C1C(c2ccccc2)=Nc2ccccc2N1C(=O)c1cccnc1 (stereo unspecified)	i	4.1
CCc1ccc([C@@H]2CC(=O)[C@@H]3CN(S(=O)(=O)c4ccc(C)cc4)[C@H](c4ccc(Cl)cc4)C[C@@H]3N2S(=O)(=O)c2ccc(C)cc2)cc1	i	1.2
O=C(NCCc1cccs1)Nc1nnc([C@H]2C[C@H](O)[C@@H](CO)O2)s1	i	0.3
C[C@@H](c1ccccc1)N1C[C@@H](COCc2ccccc2)Oc2cc(N3CCC[C@@H]3CO)ccc2S1(=O)=O	i	0.6
CCOC(=O)[C@]12CCC=C1N(Cc1cccc3ccccc13)C(=O)[C@H](CC(=O)NCC1CCCCC1)C2	i	0.8
C[C@@H](c1ccccc1)N1C[C@H](COCc2ccccc2)Oc2cc(N3CCC[C@H]3CO)ccc2S1(=O)=O	i	1.8
CC1(C(=O)Nc2cccc(C#N)c2)CCN1C(=O)c1ccccc1CCc1ccccc1 (stereo unspecified)	i	2.0
COC(=O)[C@@]12C[C@@H](CC(=O)NCC3CCCCC3)C(=O)N(Cc3cccc4ccccc34)C1=CCC(C)(C)C2	i	2.2
CC1(C(=O)NS(=O)(=O)c2cccc(F)c2)CCN1C(=O)Cc1cccc2ccccc12 (stereo unspecified)	i	1.4
COCCCNc1nccn2ccnc12	i	1.4
CCOC(=O)[C@]12CCCC=C1N(CCC1=CCCCC1)C(=O)[C@H](CC(=O)NCc1ccc(OC)c(OC)c1)C2	i	4.1
COc1cccc(CNC(=O)[C@@H]2CCCN2C(=O)[C@@H]2CCCN2C(=O)c2ccccc2)c1	i	0.5
COC(=O)C1(C(=O)OC)c2ncccc2N(S(=O)(=O)c2ccc(C)cc2)C1CC(=O)c1ccccc1 (stereo unspecified)	i	1.3
CN(C)CCNC(=O)c1cccc(-c2cccc3nccn23)c1	i	0.4
COc1ccc(Cc2c(C(C)(C)C)nc3c(C)cc(Br)cn23)c(C)c1	i	0.8
O=C(Nc1ccc2c(c1)OCCO2)C1c2ccccc2OCC(=O)N1CCCN1CCOCC1 (stereo unspecified)	i	0.8
CCCCC[C@@H](C)N1C[C@H](COCc2ccccc2)Oc2cc(N3CC[C@@H](N(C)C)C3)ccc2S1(=O)=O	i	1.3
O=C(c1ccccc1)n1c2ccccc2c(=O)n1-c1ccccc1CCl	i	1.1
O=C(C[C@@H]1C=C[C@H](NS(=O)(=O)c2ccccc2F)[C@@H](CO)O1)NCCCN1CCOCC1	i	0.7
CC[C@H](CO)Oc1cc(NCc2cccc(N)c2)c2ncn(C(C)C)c2c1	i	1.1
COc1cccc(CNc2nc3cc(-c4ccccc4C)sc3c(=O)n2C)c1	i	0.9
COc1cccc(C(O)c2nc(-c3ccncc3)cs2)c1 (stereo unspecified)	i	1.5
COC(=O)[C@@H](Cc1ccccc1)NC(=O)/C=C/[C@H]1O[C@@H](n2cnc3c(NC(=O)c4ccccc4)ncnc32)[C@H](O)[C@@H]1O	i	0.1
c1ccc(CCNc2ccc3ncc(-c4cccc5ccccc45)n3n2)nc1	i	2.0

Some values from the list.
Under Myeloid diff 2 GFP+ MAC1+ %, O=C(C[C@@H]1C=C[C@H](NS(=O)(=O)c2ccccc2F)[C@@H](CO)O1)NCCCN1CCOCC1 has the entry 0.7
Under Myeloid diff 2 GFP+ MAC1+ %, COc1cccc(CNc2nc3cc(-c4ccccc4C)sc3c(=O)n2C)c1 has the entry 0.9

Additional results:
SMILES	Myeloid diff 2	Myeloid diff 2 GFP+ MAC1+ %
O=C(NCc1ccccc1Cl)c1ccc2nc([C@@H]3O[C@H](CO)[C@H](O)[C@H](O)[C@H]3O)[nH]c2c1	i	0.7
CCNC(=O)C1CCCN(C(=O)c2c(-c3ccccc3)noc2C)CC1 (stereo unspecified)	i	0.9
COc1cc(NC(=O)Nc2nnc([C@H]3C[C@H](O)[C@@H](CO)O3)s2)cc(OC)c1OC	i	0.9
CCOC(=O)C1=C[C@@H](c2ccccc2)N(S(=O)(=O)c2ccc(C)cc2)[C@H]1c1ccccc1Cl	i	1.1
CC(=O)Nc1cccc(Oc2nc(NC(C)C)nc3cc(-c4ccccc4)sc23)c1	i	0.9
O=C(NCc1ccccc1)C(c1ccc(F)cc1)N1CCN(CCN2CCOCC2)CC1 (stereo unspecified)	i	1.7
CC(=O)C1=CCC(c2cccc3ccccc23)N(S(=O)(=O)c2ccc(C)cc2)C1 (stereo unspecified)	i	1.4
COc1ccc(C(O)c2nc(-c3cc(F)cc(F)c3)cs2)cc1 (stereo unspecified)	i	1.3
CN(C)CC(=O)N[C@@H]1CC[C@@H](CCNS(=O)(=O)c2ccccc2)O[C@@H]1CO	i	1.6
CC1(C(=O)NCc2ccccc2)CN(S(C)(=O)=O)CC(=O)N1CCc1ccccc1F (stereo unspecified)	i	2.9
CC1(Oc2ccc(-n3ccnc3)cc2)CCN(Cc2cccn2-c2nccs2)C1 (stereo unspecified)	i	1.4
CC1CCCCc2nc3c(c(=O)n21)CCCC3 (stereo unspecified)	i	0.6

The list goes on; it opens with the six that closed the last part.
SMILES	Myeloid diff 2	Myeloid diff 2 GFP+ MAC1+ %
CC(=O)C1=CCC(c2cccc3ccccc23)N(S(=O)(=O)c2ccc(C)cc2)C1 (stereo unspecified)	i	1.4
COc1ccc(C(O)c2nc(-c3cc(F)cc(F)c3)cs2)cc1 (stereo unspecified)	i	1.3
CN(C)CC(=O)N[C@@H]1CC[C@@H](CCNS(=O)(=O)c2ccccc2)O[C@@H]1CO	i	1.6
CC1(C(=O)NCc2ccccc2)CN(S(C)(=O)=O)CC(=O)N1CCc1ccccc1F (stereo unspecified)	i	2.9
CC1(Oc2ccc(-n3ccnc3)cc2)CCN(Cc2cccn2-c2nccs2)C1 (stereo unspecified)	i	1.4
CC1CCCCc2nc3c(c(=O)n21)CCCC3 (stereo unspecified)	i	0.6
CC(C)[C@@H]1Cc2[nH][nH]c(=O)c2[C@H](c2ccc(F)cc2)O1	i	0.9
CC(C)NC(=O)C1(C)CSCC(=O)N1Cc1ccco1 (stereo unspecified)	i	4.2
CCOC(=O)[C@]12CCCC=C1N(CCc1ccc(OC)c(OC)c1)C(=O)[C@H](CC(=O)NCc1ccccc1)C2	i	2.9
O=C1Nc2ccccc2-n2nnnc2C1N1CCN(C(=O)C2CCCO2)CC1 (stereo unspecified)	i	2.3
O=C(Nc1nnc([C@@H]2O[C@H](CO)[C@@H](O)[C@H]2O)s1)Nc1cccc2c1CCCC2	i	0.9
CCOC(=O)[C@]12CCCC=C1N(Cc1ccc3c(c1)OCO3)C(=O)[C@H](CC(=O)NCC1CCCCC1)C2	i	0.8
CC1=C(C(=O)N(C)C)CC(CC(=O)NCc2cccc3ccccc23)C(=O)N1Cc1ccc(F)cc1 (stereo unspecified)	i	1.2
CC(=O)Nc1cccc(-c2csc(C(O)c3ccc(F)cc3)n2)c1 (stereo unspecified)	i	1.4
CCC(=O)N1Cc2cc(C(=O)N(C)C)nc(-c3cccc(-c4cncnc4)c3)c2[C@@H]1CCO	i	0.7
CCc1nc2ccc(C(=O)NCCCn3ccnc3)cn2c1N(C)C(=O)C1CCCCC1	i	1.5
NC(COCc1ccccc1)c1csc(Nc2ccc(C(=O)NCCO)cc2)n1 (stereo unspecified)	i	0.7
Nc1nc2c(ncn2[C@@H]2O[C@H](CNS(=O)(=O)N3CCCC3)[C@@H](O)[C@H]2O)c(=O)[nH]1	i	0.6
Nc1nc(CSc2nnnn2-c2ccccc2)nc(Nc2ccccc2)n1	i	1.1
Cc1ccc(S(=O)(=O)N2CCC(=O)N([C@H](COCc3ccc(Cl)cc3)Cc3ccccc3)CC2)cc1	i	0.9
CCCCNC(=O)C(NC(=O)c1cccc(C(F)(F)F)c1)C(=O)c1ccccc1 (stereo unspecified)	i	1.3
CC(=O)Oc1c(Cl)cc(N(C(C)=O)S(=O)(=O)c2ccccc2)c2ccccc12	i	0.1
c1ccc(Sc2ccccc2CN2CCCC2)cc1	i	0.0
Cc1ccc(S(=O)(=O)N2[C@H](CC(=O)OCc3ccccc3)OC[C@@H]2C)cc1	i	3.2
COc1ccc(NC(=O)c2sc(=O)n(Cc3cccc(C(F)(F)F)c3)c2C)cc1OC	i	4.3
CCCCNC(=O)c1cnc(Cc2c[nH]c3ccccc23)c(I)c1	i	1.6
Cn1c(N)nc(N)c(NC=O)c1=O	i	0.4
CC=CCn1c(SCCCc2ccccc2)nc2c1c(=O)[nH]c(=O)n2C	i	0.4
CC(=O)c1cccc(NC(=O)C2Cc3c(-c4ccc5c(c4)OCO5)ccnc3O2)c1 (stereo unspecified)	i	0.1
CN(C)c1ccc(NC(=O)Nc2ccc3c(c2)c(=O)n(C)n3Cc2ccc(Cl)cc2)cc1	i	0.5
Fc1ccc(-c2nc3c4ccccc4ccn3c2Cc2ccccc2C(F)(F)F)cc1	i	0.6
CCCS(=O)(=O)NC(=O)C1(C)CCCN(C(=O)c2ccc(SC(F)(F)F)cc2)C1 (stereo unspecified)	i	1.0
O=c1c(-c2ccco2)nc2ccccc2n1C(CCc1ccccc1)c1nc2ccccc2[nH]1 (stereo unspecified)	i	5.3
COc1ccc(-n2nnnc2C(CCc2ccccc2)N2CCN(C/C=C/c3ccccc3)CC2)cc1 (stereo unspecified)	i	1.0
C[C@H]1CNC(=O)c2c(C(=O)N3CCN(C(=O)OC(C)(C)C)CC3)ncn21	i	0.5
Cc1ccc(NC(=O)C2(C)CCN2Cc2ccccc2OC(F)F)cc1 (stereo unspecified)	i	1.0
Nc1[nH]c(C(=O)c2ccccc2)c(-c2ccncc2)c1C(=O)NCCc1c[nH]c2ccccc12	i	0.3
COc1ccc(C(C)=O)cc1Cn1c(C)c(C(=O)NC2CC2)sc1=O	i	2.6
O=C(NCc1ccccc1)c1cc(C2CCCN(C(=O)C3CCCCC3)C2)on1 (stereo unspecified)	i	1.1
CC(=O)NC(C)(c1ccccc1)c1nc(-c2cccc(C(F)(F)F)c2)cs1 (stereo unspecified)	i	0.4
O=C1NC[C@H](CCCCN2C[C@H](Cc3ccc(O)cc3)N(CCC3CCCCC3)C(=O)C2=O)N(CCc2ccccc2)C1=O	i	1.0
Cc1ccc(-c2nc3ccccc3n2C(C(=O)NC(C)(C)C)C2CC2)cc1 (stereo unspecified)	i	2.7
Cc1cccc(C)c1NC(=O)C(c1ccncc1)N1CCN(CCN(C)C)CC1 (stereo unspecified)	i	2.2
COc1ccc(C(O)c2nc(-c3ccccc3C)cs2)cc1 (stereo unspecified)	i	0.2
CC(C)N(C)c1ncnc2c1ncn2[C@H]1CN(Cc2ccccc2)C[C@@H](CO)O1	i	1.1
FC(F)(F)c1cccc(-c2cncc(N3CCN(CCN4CCCC4)CC3)n2)c1	i	1.4
CCOC(=O)C1(C)CCCN(C(=O)c2cccc(C(F)(F)F)c2)C1 (stereo unspecified)	i	1.3
COC(=O)C[C@H]1C=C[C@@H](NC(=O)Cc2cccnc2)[C@@H](CO)O1	i	1.0
CCc1ccc(C(O)c2ncc(-c3ccccc3F)[nH]2)cc1 (stereo unspecified)	i	0.6
O=C1C(=Cc2ccc(F)cc2)CCc2ccccc21	i	0.5
c1ccc(-c2ccc3cnccc3n2)cc1	i	0.3
COc1cccc(C(O)c2nc(-c3ccc(N(C)C)cc3)cs2)c1 (stereo unspecified)	i	1.2
NC(=O)c1ccc(Nc2nc(C(N)COCc3ccccc3)cs2)cc1 (stereo unspecified)	i	1.0
FC(F)(F)c1cc(Cl)c2nc(-c3ccccc3)c(Cc3ccsc3)n2c1	i	0.6
COc1cccc(CN2CCC2(C)C(=O)Nc2cccc3cccnc23)c1OC (stereo unspecified)	i	1.0
CCOC(=O)[C@]12CCC=C1N(Cc1cccc3ccccc13)C(=O)[C@H](CC(=O)NCCCCc1ccccc1)C2	i	0.7
CC1(C(=O)NCc2ccccc2)CSCC(=O)N1Cc1ccco1 (stereo unspecified)	i	2.1
Cc1ccc(Cc2c(-c3cccc(Br)c3)nc3c(Cl)cc(C(F)(F)F)cn23)cc1	i	0.7
O=C(c1[nH]c(C(F)(F)F)nc1-c1ccccc1)N1CCC2(CC1)C(=O)NCN2c1ccccc1	i	0.9
COc1cc(Nc2cccc(-c3ccccc3)n2)cc(OC)c1OC	i	0.6
Cn1c(=O)c2c(-c3ccccc3)n(-c3cccc(O)c3)cc2n(C)c1=O	i	0.8
Cc1cccc(C)c1NC(=O)C(CCc1ccccc1)n1c(=O)c(-c2ccccc2)nc2ccccc21 (stereo unspecified)	i	4.4
Cn1ccc2c(-c3cccc(C=O)c3F)cc3c(c21)C1CCC3C1 (stereo unspecified)	i	0.6
C[C@@H]1COc2cccc(N3CCN(Cc4ccccc4F)CC3)c2S(=O)(=O)N1	i	0.6
Cc1cccc(CN2CCN(C3CN(Cc4cn(Cc5ccccc5)nn4)S(=O)(=O)C3)CC2)c1 (stereo unspecified)	i	0.2
O=C(Nc1ccccc1)C1Cc2c(-c3ccc(Cl)cc3)ccnc2O1 (stereo unspecified)	i	0.7

The results go on:
SMILES	Myeloid diff 2	Myeloid diff 2 GFP+ MAC1+ %
CCCCN(C=O)c1c(CC)nc2c(OCC(=O)c3ccc(F)cc3)cccn12	i	0.1
O=C(NCc1ccncc1)[C@@H]1CCCN1C(=O)[C@H]1CCCN1C(=O)c1c(F)cccc1F	i	1.0
O=C(Nc1ccc2c(c1)OCCO2)C1c2ccccc2OCC(=O)N1Cc1ccc2c(c1)OCO2 (stereo unspecified)	i	0.9
CCc1ccc(C(O)c2ncc(-c3cccc(F)c3)[nH]2)cc1 (stereo unspecified)	i	0.9
CCCCNC(=O)C1(C)CCCCN1C(=O)c1cc(C#N)cs1 (stereo unspecified)	i	0.9

Profiles, looked up by structure. Order of screens: Myeloid diff 2, Myeloid diff 2 GFP+ MAC1+ %
C[C@@H](c1ccccc1)N1C[C@H](COCc2ccccc2)Oc2cc(N3CCC[C@H]3CO)ccc2S1(=O)=O across the screens: i, 1.8
C[C@H]1CNC(=O)c2c(C(=O)N3CCN(C(=O)OC(C)(C)C)CC3)ncn21 across the screens: i, 0.5
CCCCNC(=O)c1cnc(Cc2c[nH]c3ccccc23)c(I)c1 across the screens: i, 1.6
COc1cccc(C(O)c2nc(-c3ccc(N(C)C)cc3)cs2)c1 (stereo unspecified) across the screens: i, 1.2
O=C1NC[C@H](CCCCN2C[C@H](Cc3ccc(O)cc3)N(CCC3CCCCC3)C(=O)C2=O)N(CCc2ccccc2)C1=O across the screens: i, 1.0
